KDM5B inhibitor: blocks human KDM5B histone demethylase activity | 220,000 tested, 2.6% active | KDM5B demethylase, FDH-coupled NADH fluorescence (FDH is formaldehyde dehydrogenase) | Potency, µM (highest dose often 57.7 µM), for the others: at the highest dose activity change, negative = inhibition, actives largely listed as inhibitors; active = well fitted inhibition curve with a large enough effect; inconclusive = small, poorly fitted or top-dose-only effect; inactive = no such curve, though single readings can be large or run the other way; also: 0% is about no effect; nearly all actives have a fitted effect of over 70% in size
Target sequence (Q9UGL1 whole entry, looked up): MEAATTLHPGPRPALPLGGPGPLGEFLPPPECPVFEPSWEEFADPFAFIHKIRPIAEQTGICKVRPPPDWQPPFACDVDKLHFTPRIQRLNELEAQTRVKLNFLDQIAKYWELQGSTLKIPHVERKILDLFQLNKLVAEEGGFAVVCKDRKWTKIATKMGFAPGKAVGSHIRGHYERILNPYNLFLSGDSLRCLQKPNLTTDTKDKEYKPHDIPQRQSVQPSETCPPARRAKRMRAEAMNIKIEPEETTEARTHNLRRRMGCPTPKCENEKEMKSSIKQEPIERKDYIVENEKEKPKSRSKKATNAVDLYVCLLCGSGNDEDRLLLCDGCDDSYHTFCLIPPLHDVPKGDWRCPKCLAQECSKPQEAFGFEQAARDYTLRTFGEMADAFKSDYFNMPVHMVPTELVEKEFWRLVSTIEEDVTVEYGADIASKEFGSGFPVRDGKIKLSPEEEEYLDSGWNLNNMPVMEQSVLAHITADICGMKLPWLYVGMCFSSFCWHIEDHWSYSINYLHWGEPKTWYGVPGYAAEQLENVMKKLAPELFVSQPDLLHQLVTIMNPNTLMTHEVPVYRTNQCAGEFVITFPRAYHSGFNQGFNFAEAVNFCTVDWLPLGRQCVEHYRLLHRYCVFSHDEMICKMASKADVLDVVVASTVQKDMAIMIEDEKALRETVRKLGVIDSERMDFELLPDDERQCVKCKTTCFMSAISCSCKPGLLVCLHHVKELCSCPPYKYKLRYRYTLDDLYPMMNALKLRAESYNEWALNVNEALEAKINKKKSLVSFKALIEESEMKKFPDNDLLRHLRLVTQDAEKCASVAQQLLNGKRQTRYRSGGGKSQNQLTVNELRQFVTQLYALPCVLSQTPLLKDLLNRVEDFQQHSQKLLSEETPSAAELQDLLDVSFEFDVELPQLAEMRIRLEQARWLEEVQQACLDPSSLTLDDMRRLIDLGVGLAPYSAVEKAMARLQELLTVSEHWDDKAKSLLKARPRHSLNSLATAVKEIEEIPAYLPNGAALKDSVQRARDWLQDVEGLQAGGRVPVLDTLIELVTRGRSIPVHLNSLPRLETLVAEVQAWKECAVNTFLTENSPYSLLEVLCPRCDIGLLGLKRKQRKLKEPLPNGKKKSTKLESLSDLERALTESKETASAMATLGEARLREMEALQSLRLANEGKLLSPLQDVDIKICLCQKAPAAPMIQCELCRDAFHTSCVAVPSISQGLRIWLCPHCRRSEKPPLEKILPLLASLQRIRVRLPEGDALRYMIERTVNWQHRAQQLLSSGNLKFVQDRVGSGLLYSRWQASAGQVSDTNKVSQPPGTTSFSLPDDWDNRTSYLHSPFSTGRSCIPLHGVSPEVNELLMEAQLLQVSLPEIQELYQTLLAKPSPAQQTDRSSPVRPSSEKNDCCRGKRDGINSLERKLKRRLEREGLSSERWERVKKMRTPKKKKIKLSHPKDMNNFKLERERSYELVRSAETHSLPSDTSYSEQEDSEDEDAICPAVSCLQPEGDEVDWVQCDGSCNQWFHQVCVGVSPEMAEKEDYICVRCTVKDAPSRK
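Inhibition is measured as reduced NADH fluorescence generation from FDH coupling to formaldehyde release. Truncated KDM5BΔAP at 200 nM final acts on H3K4me3 peptide (12.5 µM in substrate mix) in pH 7.5 HEPES buffer with Tween-20, 30 min, room temperature.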
Starred values were filed as active, the others as inactive; ? = inconclusive; ! = repeats disagree; [ ] = dose if it differs, or a comment. Potency is read from the fitted curve at half-maximal effect. These rows are one share of the data; count on the stated rates, not on these rows.

SMILES	KDM5B inhibitor
O=C(Cc1ccc2c(c1)CCC2)NC(c1ccc(F)cc1)c1cccs1 (stereo not given)	-7%
COc1cccc2c1OC1=C(C(=O)CC(C)(C)C1)C2CC(=O)c1ccc(F)cc1 (stereo not given)	-10%
CN(C)C(=O)[C@@H]1CN(Cc2cc(F)c(F)cc2F)C[C@H]1CO	7%
Cc1nnc(-c2ccc(N3CCCCCC3)c([N+](=O)[O-])c2)o1	9%
CC(C)N(C(=O)c1ccccc1-c1ccc(CS(C)(=O)=O)cn1)C(C)C	45%[activator]
CCC(C)NC(=O)C(NC(=O)c1ccccc1)C1CCN(C(=O)c2ccc(Cl)cc2)CC1 (stereo not given)	-9%
CNc1nc(N2CC[C@H](N3CCN(C)CC3)[C@H](CCC(=O)O)C2)ncc1F	14µM*
CCC1CCCCN1C(=O)C1=CC(c2ccc(C)cc2)=NS(=O)(=O)N1C (stereo not given)	3%
CCC(Cc1ccccc1)NC(=O)c1cccc(Nc2nc3ccccc3nc2-n2nc(C)cc2C)c1 (stereo not given)	-1%
Cc1c(-c2ccccc2)n(C)c2ccccc12	?
O=C(Nc1ccccc1)c1nc2c(o1)CCN(Cc1ccccc1)CC2	?
COc1cccc(CNC(=O)N2c3ccccc3CC2c2nc(C3CC3)no2)c1 (stereo not given)	?
COc1cc(C2SC[C@H]3C(=O)N(c4ccccc4)C(=O)N23)cc(OC)c1OC (stereo not given in full)	-18%
O=c1[nH]c(=O)n(Cc2ccccc2)c2c1C(C(F)(F)F)(C(F)(F)F)N=C(c1ccccn1)N2	6%
N#CCN1C(=O)NC2(CCCc3sccc32)C1=O (stereo not given)	6%
COc1ccc2ccccc2c1/C=C(/C#N)c1nc2ccccc2[nH]1	-16%
O=C(Cc1ccc(N(Cc2ccccc2)C(=O)c2ccco2)cc1)NCCc1ccccc1	-17%
COc1ccccc1-c1nc2c3c(-c4ccccc4)c(-c4ccccc4)oc3ncn2n1	-21%
COc1ccc(C(=O)N2C[C@@H](C(N)=O)[C@H](c3n[nH]c(C)n3)C2)c(OC)n1	-18%
Cc1ccccc1C(=O)Nc1ccc(-c2nnc(SC(C)C(=O)O)n2C)cc1 (stereo not given)	29%
COc1ccc(CCn2c3c(c(=O)[nH]c2=O)C(NC(=O)c2ccccc2OC)(C(F)(F)F)C(=O)N3)cc1OC (stereo not given)	-15%
Cn1nccc1C(=O)N1CCCCCCNC(=O)[C@@H]2CCC[C@@H]21	6%
CC1CCN(c2nnc(-n3cccc3CN3CCN(C4CCCCC4)CC3)s2)CC1	7%
COCc1ccccc1CNC(=O)NCc1coc(-c2cccs2)n1	-23%
Cc1cnn(CC(=O)N2C[C@@H](COCC3CC3)[C@H](c3ccncc3)C2)c1	-12%
Cc1ccc(CCNC(=O)c2cc3cc4cc(C)ccc4nc3s2)cc1	-9%
CCCCN(C)C(=O)Cn1c(C2CC(=O)N(c3ccc(CC)cc3)C2)nc2ccccc21 (stereo not given)	-13%
CCOc1ccc2oc(=O)cc(CN3CCN(c4ccc(Cl)cc4)CC3)c2c1	?
CC1=C[C@@H](CNC(=O)CC2(CC(=O)O)CCCC2)[C@H](C(C)C)C[C@H]1Cc1nc2ccncc2[nH]1	0%
COCCC(=O)N1CCC(N2CCCC(C(=O)NCc3ccccn3)C2)CC1 (stereo not given)	-10%
CC(C)NC(=O)N1CCN(C(=O)c2cccs2)[C@@H](C(=O)N[C@H](Cc2c[nH]c3ccccc23)C(N)=O)C1	0%
COc1ccccc1CN(C)C1CCCc2ccccc21 (stereo not given)	-21%[86.2 µM]
O=C(CC1CC2CCC1C2)NCc1cccc(Cl)c1 (stereo not given)	27%
Cc1nn(C(C)C)c(C)c1CN1CC[C@@H](c2ccc3c(c2)OCO3)[C@H](O)C1	-13%
O=C(CCc1ccccc1)OCC(=O)c1ccc2c(c1)OCCCO2	8%
CN(C)C(CNC(=S)NCCc1ccccc1)c1cccs1 (stereo not given)	6%

2 consecutive records out of the list so far, for reference:
SMILES	KDM5B inhibitor
Cc1cnn(CC(=O)N2C[C@@H](COCC3CC3)[C@H](c3ccncc3)C2)c1	-12%
Cc1ccc(CCNC(=O)c2cc3cc4cc(C)ccc4nc3s2)cc1	-9%

Remaining list, next part:
SMILES	KDM5B inhibitor
CC1(C)CC(N=C2C([N+](=O)[O-])=CC=C3C2=NC2(CCCCC2)N3O)CC(C)(C)N1	0%
Cc1cc2ccccc2n1-c1ccc(C(=O)N2CCC(C(=O)NCc3ccc(F)cc3)CC2)s1	3%
CCN(C(=O)C(=O)c1c(C)[nH]c2ccccc12)c1ccccc1	-5%
CCCCSCCCNC(=O)c1cn(C)c2ccc(S(=O)(=O)N3CCCCC3)cc2c1=O	-25%[11.5 µM]
N#Cc1ccccc1N1CCN(C(=O)CCc2ccc(F)c(F)c2)CC1=O	-29%
Cc1ccc(Cn2ncc3c2NC(=O)CC32C(=O)N(C)c3c(Cl)cccc32)cc1 (stereo not given)	-13%
O=C1CNC(=O)N1c1ccc(Cl)cc1	46%[activator]
Cc1ccc(S(=O)(=O)C(CNC(=O)COc2ccccc2)c2ccco2)cc1 (stereo not given)	-5%
O=C(NC1CCN(c2cc(-c3ccccc3)[nH]n2)CC1)c1ccoc1	-29%
O=C(c1n[nH]c2ccccc12)N1CCC(Cc2nc(-c3ccccc3)n[nH]2)CC1	?
CCC(CNC(=O)c1cc2ccccc2oc1=O)c1ccccc1 (stereo not given)	-1%
C[C@@H]1OCN(C)[C@H]2C[C@H]3c4[nH]c5cccc(-c6ccc7c(c6)OCO7)c5c4CCN3C[C@@H]12	?
Clc1ccc(-c2cnc([C@@H]3COCCN3Cc3ccccc3)[nH]2)s1	?
CCOC(=O)COc1nc(C)cc(C(F)(F)F)c1C#N	?
CSc1ncc(Cl)c(C(=O)NCc2ccc(C)cc2)n1	2%
O=C(NCCc1ccc(F)cc1)C(=O)NCC(c1cccs1)S(=O)(=O)c1cccs1 (stereo not given)	-18%
O=C(Nc1ccc(Cl)cc1Cl)c1cnn2c1CN(C(=O)c1ccccc1F)CC2	23%[115 µM]
CC(=O)N1CCC(N2C[C@@H](F)[C@@H](OCc3nc4ccccc4[nH]3)C2)CC1	3%[86.2 µM]
CSCCC(NS(=O)(=O)c1ccc2c(c1)oc(=O)n2C)C(=O)N1CCN(c2cc(Cl)ccc2C)CC1 (stereo not given)	-14%
CCCN(CCC)C(=O)Cn1c(=O)n(Cc2ccc(C(=O)NCCc3ccc(Cl)cc3)cc2)c(=O)c2ccccc21	-14%
CC(C)c1noc([C@@H]2C[C@H]3C(=O)NCCCCCCN(C(=O)COc4ccc(F)cc4)[C@H]3C2)n1	-9%
Cc1cccc2[nH]c(C3CCN(C(=O)C4NCCc5[nH]cnc54)CC3)nc12 (stereo not given)	-21%
Cc1cccc(N2CCN(C(=O)c3cc(S(=O)(=O)N4CCC(C)CC4)cn3C)CC2)c1C	26%
O=C(Nc1cc(F)ccc1F)c1ccc2c(Cl)c3c(nc2c1)CCCC3	17%
CN(C)c1ccc(C(CNS(=O)(=O)c2ccc(F)cc2)N2CCOCC2)cc1 (stereo not given)	?
COc1cc(-c2noc(CCCC(=O)Nc3cccnc3)n2)cc(OC)c1OC	32%[activator]
Cc1nn(-c2ccccc2)c(NC(=O)C(C)C)c(-c2ccccc2)c1=O	-19%
Cc1nnc(SCc2ccccc2Cl)c2cc3occc3n12	?
Cc1ccc(C(=O)COC(=O)CNC(=O)c2ccc(Br)o2)cc1[N+](=O)[O-]	10%
COCCNC(=O)CCc1c(C)nn(-c2ccc(F)cc2)c1Oc1ccccc1C	-9%
CC(C)NC(=S)N/N=C/c1ccccc1Br	-14%
O=C(NCc1cccs1)c1ccc2c(=O)n3nc(Nc4ccccc4)sc3nc2c1	-25%
Cc1ccc(OCC(=O)NCC(c2ccc(Cl)cc2)N2CCCCC2)cc1 (stereo not given)	-13%
Cc1ccsc1CN1CCCN(S(=O)(=O)c2ccccc2)CCC(=O)NCC1	-24%
CC(C)c1nnc(NC(=O)CCc2ncc(-c3ccccc3)o2)s1	10%
CN(C)C[C@@H]1CN(S(C)(=O)=O)C[C@H]1NC(=O)NC1CCCCC1	19%
S=C(NCCNc1c(Cl)c(Cl)c(Cl)c(Cl)c1Cl)Nc1ccccc1	0%
CCc1ccc2cc(C(=O)O)[nH]c2c1	?
CC(Nc1ccc([N+](=O)[O-])cn1)c1nc2ccccc2n1C(F)F (stereo not given)	9%
O=C(O)c1ccc(-c2nc3ncccc3[nH]2)cc1	28µM*!
Cc1ccc(C)n1-c1c(C(=O)N2CCC(C)CC2)sc2ncccc12	-12%
COc1ccc(OCc2nc3c4c(-c5ccc(OC)cc5)c(-c5ccc(OC)cc5)oc4ncn3n2)cc1	?
O=[S+]1([O-])NC2(CCCN(Cc3ccc(C(F)(F)F)cc3)C2)COc2ccccc21 (stereo not given)	?
COc1ccccc1Nc1nn2c(=O)c3ccc(C(=O)NC4CCCCC4)cc3nc2s1	-39%
CCOc1ccc(S(=O)(=O)Nc2cc3c(C(=O)OC)c(COC)oc3c3ccccc23)cc1	-18%
CN(C)[C@H]1CCCCN(C(=O)c2cnc3ccccn3c2=O)C1	32µM*
COc1cccc(CC(=O)N2CC(COc3ccccc3)C3(C2)CN(c2ccccc2)C3)c1 (stereo not given)	?
COc1ccc(OC)c(-c2cnc3[nH]cc(CC(=O)NCc4cccnc4)c3c2)c1	-23%[86.2 µM]
O[C@H]1[C@H](NCc2ccco2)[C@H]2CO[C@H](O2)[C@@H]1N1CCCCC1	-31%[86.2 µM]
COc1ccc(C(=O)N2CCC3(CC2)CC(O)CCO3)cc1F (stereo not given)	-8%
CN(C)[C@@H]1CN(Cc2cc(F)c(F)c(F)c2)CC[C@@H]1CNC(=O)C1CC1	?
CCOc1ccc2nc(NC(=O)c3cc(=O)c4ccccc4o3)sc2c1	19%
CCSc1nc(-c2cccc(Cl)c2)nc2c1Cc1c(CO)cnc(C)c1O2	-11%
COc1cc(CNC(=O)c2cnc(SC)nc2-c2ccccc2)cc(OC)c1OC	-1%
CN(C)S(=O)(=O)c1ccc(C(=O)NCCSc2c(-c3ccccc3)[nH]c3ccccc23)cc1	-30%
O=C1C(N2CCN(S(=O)(=O)Cc3ccccc3F)CC2)CCN1CCc1ccccc1 (stereo not given)	2%
O=C(Nc1ccc(Cl)cc1Cl)c1cn2c(n1)CN(C(=O)OCc1ccccc1)CC2	334%[activator][115 µM]
CC(=O)c1ccc(NC(=O)Cn2ccc3c(Cl)cccc32)cc1	5%
Cc1cnc(C(=O)N2C[C@@H](Oc3cccnc3)C[C@H]2C(=O)N2CCCC2)cn1	-15%
Cc1cccc(NC(=O)c2c(C)oc3ncn(CC(C)C)c(=O)c23)n1	-10%

Among those listed so far, 10 contain a furan ring, fused or not.
SMILES	KDM5B inhibitor
O=C(Cc1ccc(N(Cc2ccccc2)C(=O)c2ccco2)cc1)NCCc1ccccc1	-17%
COc1ccccc1-c1nc2c3c(-c4ccccc4)c(-c4ccccc4)oc3ncn2n1	-21%
Cc1ccc(S(=O)(=O)C(CNC(=O)COc2ccccc2)c2ccco2)cc1 (stereo not given)	-5%
O=C(NC1CCN(c2cc(-c3ccccc3)[nH]n2)CC1)c1ccoc1	-29%
Cc1nnc(SCc2ccccc2Cl)c2cc3occc3n12	?
Cc1ccc(C(=O)COC(=O)CNC(=O)c2ccc(Br)o2)cc1[N+](=O)[O-]	10%
COc1ccc(OCc2nc3c4c(-c5ccc(OC)cc5)c(-c5ccc(OC)cc5)oc4ncn3n2)cc1	?
CCOc1ccc(S(=O)(=O)Nc2cc3c(C(=O)OC)c(COC)oc3c3ccccc23)cc1	-18%
O[C@H]1[C@H](NCc2ccco2)[C@H]2CO[C@H](O2)[C@@H]1N1CCCCC1	-31%[86.2 µM]
Cc1cccc(NC(=O)c2c(C)oc3ncn(CC(C)C)c(=O)c23)n1	-10%

Carrying on.
SMILES	KDM5B inhibitor
O=C1CCc2cc(-c3csc(Nc4ccccc4)n3)ccc2N1	3%
CCN1CCc2c(sc(-n3cccc3)c2CNC(=O)NCc2ccc(C)cc2)C1	?
O=C1[C@@H]2C[C@@H](O)CN2C2(CN(Cc3ccc(F)c(F)c3)C2)C(=O)N1Cc1ccccc1F	-19%
O=C(c1cccc(Cl)c1)N1CCC(c2n[nH]c(=O)n2-c2ccccc2)CC1	41%[activator]
COc1ccc(CCNc2ncnc3onc(-c4ccc(Cl)cc4)c23)c(OC)c1	-10%
Cc1ccc(NC(=O)N2CCC(CCNC(=O)c3n[nH]c4ccccc34)CC2)cc1F	19%
CCOC(=O)c1cc(-c2ccccc2)n(CCCC(=O)Nc2ccc(CC)cc2)c1C	?
Cc1nn(C(=O)CCCC(=O)N2CCC(Cc3nncn3CC3CC3)CC2)c2ccccc12	3%
COc1ccccc1Nc1c2c(nc3ccc(NC(=O)c4ccccc4F)cc13)CCCC2	?
Cc1ccc(CNC(=O)c2scnc2C)cc1	20%
CNc1nc2c(c(=O)[nH]c(=O)n2C)n1Cc1cccc2ccccc12	-7%
c1ccc(Cn2ncc3c2CCCC3NCc2ccccn2)cc1 (stereo not given)	-7%
Cc1ccc(C)n1-c1nnc(N2CCCC(C(=O)NCc3cccc(Br)c3)C2)s1 (stereo not given)	-29%
COc1cc(Br)c(/C=C(/C#N)C(=O)c2ccccc2)cc1O	?
O=C(COc1ccccc1-c1noc(COc2ccc(F)cc2)n1)NCc1ccccc1	-5%
Cc1cccc(C)c1NC(=O)CS(=O)CC(=O)Nc1ccc(N2CCOCC2)cc1 (stereo not given)	-17%
O=c1cc(CN2CCCCC2)nc2nc(-c3ccccc3)[nH]n12	-21%
CC(C)c1noc([C@H]2C[C@@H]3NCCCCCCNC(=O)[C@@H]3C2)n1	8%
COc1ccc2nc3n(c2c1)[C@@H](CNC(=O)c1cnccn1)COC3	-28%[86.2 µM]
